ABHD4 inh = inhibitors of mouse ABHD4. Q8VD66. purified mABHD4, FP-Rh probe fluorescence polarization. inhibition, % at 8.92 µM. 370,000 compounds, 0.54% hits. AID 720543;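 active = inhibition exceeding the mean over every tested compound plus 3 SD, cut at about 30% in these data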;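 also: 0% = plate median of compound wells and 100% = S159A mutant with DMSO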
Target sequence (Q8VD66 whole entry, looked up): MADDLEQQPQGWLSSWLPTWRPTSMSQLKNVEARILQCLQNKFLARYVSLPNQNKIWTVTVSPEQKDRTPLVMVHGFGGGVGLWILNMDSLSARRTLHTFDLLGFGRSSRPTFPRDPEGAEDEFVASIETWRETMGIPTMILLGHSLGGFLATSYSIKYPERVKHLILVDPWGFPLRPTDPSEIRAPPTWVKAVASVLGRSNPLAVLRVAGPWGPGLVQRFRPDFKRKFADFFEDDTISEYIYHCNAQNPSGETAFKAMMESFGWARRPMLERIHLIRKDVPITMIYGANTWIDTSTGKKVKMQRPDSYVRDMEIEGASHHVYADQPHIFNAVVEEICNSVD
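Test system: mABHD4 protein | Buffer or medium: HEPES pH 7.0 buffer, 150 mM NaCl, 0.01% Pluronic F-127 | Probe or stimulus: FP-Rh fluorescent activity-based probe, added after compound pre-incubation | Timing: Pre-incubation 45 min, probe exposure 60 min, at 25 °C | Technique: Fluorescence polarization, excitation 525 nm, emission 598 nm, BODIPY TMR filters | Repeats: Single well per compound (singlicate)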
MBD2 DNA inh = blocks human MBD2 binding to methylated DNA. inhibition, % at 4.4 µM. Q9UBB5. 370,000 compounds, 0.31% hits. TR-FRET, MBD2 binding to methylated oligonucleotide; in the data active = inhibition above about 13%
HTRA1 inhibitor = inhibitors of human serine peptidase HTRA1. Q92743. inhibition, % at 5.96 µM. recombinant HTRA1, FP-rhodamine activity-based probe, fluorescence polarization. 340,000 compounds, 0.5% hits; in the data active = inhibition above about 36%;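 also: 0% = enzyme with DMSO and 100% = wells lacking enzyme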
Target sequence (Q92743 whole entry, looked up): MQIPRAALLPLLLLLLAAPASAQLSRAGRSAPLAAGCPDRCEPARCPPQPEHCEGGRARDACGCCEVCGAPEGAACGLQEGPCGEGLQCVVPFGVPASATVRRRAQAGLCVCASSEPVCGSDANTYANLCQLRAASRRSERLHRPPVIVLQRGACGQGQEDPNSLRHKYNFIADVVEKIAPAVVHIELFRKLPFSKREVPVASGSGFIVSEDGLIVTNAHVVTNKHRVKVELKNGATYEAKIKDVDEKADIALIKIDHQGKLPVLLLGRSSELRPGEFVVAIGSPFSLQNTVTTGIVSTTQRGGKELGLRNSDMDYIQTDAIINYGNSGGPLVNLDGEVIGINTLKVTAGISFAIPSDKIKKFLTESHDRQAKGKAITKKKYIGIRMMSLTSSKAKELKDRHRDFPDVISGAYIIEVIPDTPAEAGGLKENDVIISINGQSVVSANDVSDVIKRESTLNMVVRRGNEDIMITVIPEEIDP
rCAG binder = r(CAG) repeat RNA binding | TO-PRO-1 dye displacement fluorescence | inhibition, % at 3 µM | 370,000 compounds, 1.3% hits | AID 651821;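 active = inhibition above the plate cutoff, the mean of all test compounds on that plate plus 3 SD, cut at about 35% in these data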;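 also: 0% = DMSO alone and 100% = 100 µM mitoxantrone as full dye displacement; higher means more dye released from RNA so lower well fluorescence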
TCR-CD3 inh = human TCR-CD3 binding inhibition. TAMRA-labeled TCR probe fluorescence, biochemical. 360,000 compounds, 0.37% hits. inhibition, % at 9.4 µM. AID 651800; in the data active = inhibition above about 19%;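 also: recombinant mutant TCR 2C K166C tagged with TAMRA read by polarization; 0% = receptor in buffer alone and 100% = receptor with positive control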
PRMT1 FP inh = inhibitors of human PRMT1; Q99873; AID 652257; inhibition, % at 2.79 µM; recombinant PRMT1, activity-based probe fluorescence polarization; 370,000 compounds, 1.3% hits;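 active = inhibition above about 21% made by adding two undisclosed values, limit read from the data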
TDP2 inh = TDP2 (human) inhibition, absorbance primary screen; O95551; recombinant TDP2, T5PNP hydrolysis, p-nitrophenol absorbance 415 nm; inhibition, % at 12.8 µM; 370,000 compounds, 0.34% hits;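 active = inhibition above the mean of all tested compounds plus 3 SD, set per campaign, cut at about 25% in these data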;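 also: 0% = DMSO with enzyme and 100% = buffer with substrate but no TDP2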
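Test system: Human TDP2 enzyme | Reagent: 5 mM T5PNP | Compound dosing: 12.8 µM single point, 1% DMSO | Incubation: Enzyme reaction with compound for 2 h at 37 °C | Technique: p-Nitrophenol epi absorbance | Read-out: % inhibition relative to enzyme-containing and enzyme-free wells | Benchmarks: High control without enzyme, low control DMSO plus TDP2 | Replicates: Singlicate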
GC-B act = GC-B (human) receptor activation | P20594 | HEK293-GC-B cells, CNP EC30, cGMP TR-FRET; 0% at EC30 CNP, 100% saturating CNP | activation, % at 10 µM | 370,000 compounds, 0.11% hits;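 active = activation at 10 µM reaching about 35% in either raw or pattern-adjusted values, limit read from the data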
LEDGF integ inh = blocks HIV-1 LEDGF/p75-dependent DNA integration; AID 743269; inhibition, % at 3.7 µM; 370,000 compounds, 0.64% hits; TR-FRET IN-LEDGF/p75 DNA integration, Eu/Cy5;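 active = inhibition above the screen-wide mean plus 3 SD, cut at about 13% in these data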;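 also: signal is the Cy5 over europium emission ratio at 671 and 618 nm; 0% = plate median of compound wells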
SIAE primary = human SIAE inhibition, primary screen; inhibition, % at 9.66 µM; AID 1053197; 370,000 compounds, 0.69% hits; SIAE FP-Rh probe binding, fluorescence polarization; Q9HAT2;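 active = inhibition above a cutoff: mean of compounds within the control limits plus 3 SD of those, cut at about 17% in these data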;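 also: 0% = plate median of compound wells and 100% = probe without SIAE protein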
An asterisk follows results filed as active; · = not tested or not shown.

cpd	SMILES	ABHD4 inh	MBD2 DNA inh	HTRA1 inhibitor	rCAG binder	TCR-CD3 inh	PRMT1 FP inh	TDP2 inh	GC-B act	LEDGF integ inh	SIAE primary
1	O=S1(=O)CC2N=C(N(Cc3c(F)cccc3Cl)c3ccccc3F)SC2C1 (centres undefined)	4	2	2	-6	7	1	10	-12	-2	-1
2	NC(=O)C(NC(=O)OCc1ccccc1)c1ccccc1 (centres undefined)	2	4	-10	-3	-2	-3	-3	-2	0	3
3	Cc1cc(-c2ccccc2)nc(SCC(=O)N2CCCC2)n1	-3	-6	2	-5	5	1	6	-3	-1	10
4	Cn1cnnc1Sc1ccc(CN2CCN(C3CCCC3)C(CCO)C2)o1 (centres undefined)	-7	-4	-2	1	-3	0	-8	-4	3	3
5	COCCNC(=O)CN1CCN(S(=O)(=O)c2ccc3c(c2)CCCC3)CC1	2	0	-4	3	-3	-1	7	-1	0	8
6	Nc1ccn(CCCN2CCN(C(=O)C3CC3)CC2)c(=O)n1	-7	-2	2	1	-7	-3	5	-2	4	7
7	N=c1c(C(=O)NCc2ccc3c(c2)OCO3)cc2c(=O)n3ccccc3nc2n1Cc1cccnc1	5	1	-11	6	5	2	3	2	-1	-9
8	Cc1ccc(S(=O)(=O)N2CCN=C2SCc2ccccc2)cc1	-6	0	-10	-4	1	-1	5	0	-2	5
9	COCCNC(=O)C(=O)NNC(=O)c1ccccc1OC	1	4	8	3	1	-2	8	-1	2	-12
10	Cc1cc(C)cc(NC(=O)C(Sc2ncnc3ccccc23)c2ccccc2)c1 (centres undefined)	-10	0	-21	10	-4	0	4	-15	-2	-25
11	CCN(CC)S(=O)(=O)c1ccc(N2CCOCC2)c(NC(=O)c2ccc(F)cc2)c1	11	0	-7	-8	0	-1	0	5	-1	1
12	O=C(NNC(=O)c1ccc2c(=O)n3c(nc2c1)CCC3)c1ccc(F)cc1	2	-2	2	1	-1	-3	3	2	-1	23*
13	Cc1ccc(S(=O)(=O)N(C)c2ccc(C(=O)N(CC(C)C)C3CCS(=O)(=O)C3)cc2)cc1 (centres undefined)	6	5	-6	-4	2	-2	-10	2	-4	0
14	CCOc1ccc(-c2cc(C(=O)N/N=C(\C)c3cccnc3)c3ccccc3n2)cc1	4	0	-3	8	1	3	2	3	0	-27
15	CCOc1ccc(CCNC(=O)C2CCCN(C(=O)N(C)C)C2)cc1OCC (centres undefined)	2	4	12	-7	-6	4	9	-2	-1	-1
16	CC(NC(=O)c1cccc(OC2CCN(C3CCN(C)CC3)CC2)c1)c1ccccc1 (centres undefined)	2	-2	-3	-4	10	2	-1	2	0	-2
17	CC(C)Cn1c(N)c(C(=O)COC(=O)c2ccc3c(c2)OCCO3)c(=O)n(C)c1=O	-7	0	-8	-3	-4	0	4	3	2	-2
18	CCCn1nc(Oc2nc(NCC)nc(NC(C)C)n2)ccc1=O	9	8	-4	-7	-6	3	10	5	1	7
19	Cc1ccc(NC(=O)CSc2nnc(CNC(=O)c3ccco3)n2C)c(C)c1	-8	3	1	0	-9	-5	-3	0	1	-3
20	Cc1cc2c(cc1S(=O)(=O)CCC(=O)NC1CCC(C)CC1)OCC(=O)N2 (centres undefined)	6	0	-2	4	-7	2	7	3	-3	8
21	CCCc1nn(C)c(C(=O)Nc2ccc(Cl)cc2)c1Cl	2	-2	-6	-6	-10	2	-5	-4	-4	-6
22	C/C(=N\NC(=O)C(c1ccncc1)N1CCOCC1)c1ccc(Br)cc1 (centres undefined)	-10	-4	-2	-3	3	-4	2	-5	0	3
23	COc1ccc(NC(=O)c2cccnc2SC)cc1OC	-3	2	-4	-3	1	0	4	0	5	3
24	CC12CCC(=O)N1C(C(=O)NCc1ccccc1F)CS2 (centres undefined)	0	-1	-7	2	-11	7	-2	5	-5	-9
25	CCc1ccc([C@H]2C(C(=O)O)=C[C@@H](C(C)(C)C)N2S(=O)(=O)c2ccc(C)cc2)cc1	-8	4	-10	52*	-7	3	-1	8	2	-3
26	COc1ccccc1NC(=O)O[C@@H]1CC[C@@]23CCCN2C(=O)CCC[C@H]3C1	2	9	·	·	·	3	9	-9	1	5
27	CCCn1cc(CN2CCCC(C(=O)c3ccc4c(c3)OCO4)C2)c(C)n1 (centres undefined)	-5	3	3	-7	6	-3	-2	0	3	3
28	CC1CCN(CCCNC(=O)c2cn(C)c3ccc(S(=O)(=O)N4CCCC4)cc3c2=O)CC1	-10	-1	3	1	-4	-5	-12	-2	7	0
29	Cn1c(N)c(C(=O)CSc2nc(C3CC3)n(-c3ccccc3)n2)c(=O)n(C)c1=O	0	5	4	-2	7	-8	7	1	2	-9
30	Cc1noc(C)c1-c1ccc(C(=O)Nc2cccc(NS(C)(=O)=O)c2)c2occc12	-16	-5	·	4	1	-6	-3	19	3	-10
31	CCn1c(OC)nc2c1c(=O)n(C)c(=O)n2C	-1	0	4	0	4	1	10	0	4	0
32	CCOC(=O)c1cnn2c1[nH]c(=O)c1ccccc12	0	0	3	0	5	-1	-7	-2	-2	-4
33	N#C/C(=C(/O)COC(=O)COc1cccc(Br)c1)c1nc2ccccc2[nH]1	8	0	-3	19	3	0	-3	-7	1	-6
34	COc1cc(/C=N/NC(=O)c2nnn(-c3nonc3N)c2-c2cccs2)ccc1O	1	0	-9	9	9	0	13	4	-2	6
35	CCOC(=O)CC(=O)CSc1nnc(Cn2c(=O)sc3ccccc32)n1C	6	-2	1	6	-4	3	7	2	1	0
36	C=CCn1c(O)c(CN2CCCCC2)c(C)c(C#N)c1=O	-7	-1	5	8	-16	22*	-7	-1	2	-18
37	O=C(COC(=O)C1CCN(c2ccc(C(F)(F)F)cn2)CC1)NC1CCCCC1	-14	-1	-6	-4	9	-6	-27	-6	5	-14
38	O=S1(=O)C[C@H](N2CCC[C@@H]2CO)[C@@H](COCc2ccccc2)N1	-2	-4	·	6	10	1	2	5	2	2
39	COCCn1nnnc1C(c1ccc(C)cc1)N1CCN(Cc2ccc3c(c2)OCO3)CC1 (centres undefined)	-6	5	0	-5	-3	-3	0	-3	1	7
40	CCc1nnc(NC(=O)CCC(=O)N2CCC(Cc3ccccc3)CC2)s1	-3	0	-1	-6	2	-1	8	-5	-1	-6
41	O=C(c1cccs1)N1CCOCC1	4	-5	-1	1	3	-5	1	1	-1	2
42	O=C(NCc1cccc(Cl)c1)c1cnccn1	-1	-1	3	0	4	5	5	9	-6	7
43	C#CCOC(=O)CCCC(=O)NCCCCCCCC	-2	-1	-23	-10	2	1	8	-2	-4	-1
44	CCOC(=O)C1=CCN(S(=O)(=O)c2ccccc2Br)C1c1cccc(Cl)c1 (centres undefined)	-2	-3	·	1	5	6	-3	-9	1	1
45	COC(=O)Cn1c(=O)n(CCc2ccccc2)c(=O)c2c3c(sc21)CCCC3	-17	-2	-36	-3	4	0	-2	7	0	-8
46	Cc1nc(N)[nH]c(=O)c1CCC(=O)OCC(C)C	-2	3	3	3	11	1	8	10	1	1
47	Cc1cc(N2CCC[C@@H]2C)nc2ccccc12	-7	6	·	·	·	7	-5	-8	-1	12
48	Nc1ncn([C@H]2C[C@H](O)[C@@H](CO)O2)c(=O)n1	1	0	1	1	1	-2	7	4	-3	-5
49	O=C(Nc1cccc(S(=O)(=O)N2CCCCC2)c1)C1CCCC1	-4	2	-5	1	-4	4	4	6	-11	1
50	COc1cc(OC)cc(C(=O)Nc2cccc3c2CCCC3)c1	2	4	-13	-5	-18	2	-7	0	-3	-7

(listing goes on)
cpd	SMILES	ABHD4 inh	MBD2 DNA inh	HTRA1 inhibitor	rCAG binder	TCR-CD3 inh	PRMT1 FP inh	TDP2 inh	GC-B act	LEDGF integ inh	SIAE primary
51	Cc1cc(C)n(C(=O)CCC(=O)NCc2ccccc2)n1	8	5	2	-2	-2	0	-1	-4	1	5
52	Cc1nc(NC(=O)CN2CCCCC2)sc1C(=O)N(C)C	4	-6	-4	-1	1	-1	4	4	1	0
53	CCN(C(=O)COC(=O)c1ccccc1Nc1cccc(C)c1C)C1CCS(=O)(=O)C1 (centres undefined)	-2	-3	0	1	3	2	20	0	0	-3
54	CC1CC(C)CN(C(=O)c2nn(C)c3c2CSc2ccccc2-3)C1 (centres undefined)	2	2	-7	1	6	2	-3	3	-2	5
55	CC1CC(C)CN(S(=O)(=O)c2ccc(F)c(C(=O)NC3CCCCC3C)c2)C1 (centres undefined)	6	-1	-4	2	4	-1	3	6	0	-3
56	OCc1ccc(-c2nn(Cc3ccccc3)c3ccccc23)o1	-7	-4	-10	4	3	19	-1	-7	5	-2
57	COc1ccc(CNC(=O)C(C)N2C(=O)COc3ccc(C)cc32)c(OC)c1 (centres undefined)	-11	-2	0	-2	2	-2	4	-4	6	0
58	O=C(CN1CCCC1)Nc1ccccc1C(=O)c1ccccc1	7	1	1	-2	3	3	1	1	-1	-9
59	Cc1c(CCC(=O)O)c(=O)oc2cc3occ(-c4ccc(Cl)cc4)c3cc12	-27	3	-34	59*	2	5	-6	1	8	-21
60	O=C(Nc1cccc(C(F)(F)F)c1)C(Sc1cccc[n+]1[O-])c1ccccc1 (centres undefined)	-11	2	9	8	-7	1	-2	-5	-3	-5
61	CC(=O)Oc1ccc2c(=O)c(-c3ccccc3)coc2c1	1	0	-3	-2	4	-1	-8	-3	2	-2
62	Nc1nccc(SCc2ccc(Cl)cc2Cl)n1	-7	1	-16	0	-1	-1	-4	-3	2	-5
63	Cc1ccc(S(=O)(=O)NCC(=O)OCC(=O)Nc2ccccc2OC(F)F)cc1	1	-2	-2	-2	1	-2	12	4	-2	-1
64	Cc1ccc(N2C(=O)CC(N3CCN/C3=C3\CC/C(=C\c4ccccc4)C3=O)C2=O)cc1 (centres undefined)	-3	-3	-15	1	-5	8	5	·	-6	-4
65	Cc1ccccc1NC(=O)Cn1nc(-c2ccc(Cl)s2)ccc1=O	-9	-5	-5	1	9	-1	-8	-2	1	5
66	COc1cc(OC)cc(C(=O)Nc2ccccc2C(=O)NC2CC2)c1	-7	-1	-4	1	-6	-2	-5	3	-3	-6
67	O=C(NCCCc1ccccc1)C(=O)NCC1OCCN1S(=O)(=O)c1cc(F)ccc1F (centres undefined)	-6	0	-4	1	-5	-2	10	5	1	6
68	CCN(CC)CCCNC(=O)c1csc(Nc2cccc3ccccc23)n1	-3	-3	6	3	-3	0	6	-7	0	6
69	CN(C)c1ccc(/C=C/C(=O)c2ccccc2O)cc1	-8	-1	6	-6	-5	1	1	4	-1	-11

Compound profiles, as listed above:
Cc1c(CCC(=O)O)c(=O)oc2cc3occ(-c4ccc(Cl)cc4)c3cc12 reads ABHD4 inh: -27; MBD2 DNA inh: 3; HTRA1 inhibitor: -34; rCAG binder: 59*; TCR-CD3 inh: 2; PRMT1 FP inh: 5; TDP2 inh: -6; GC-B act: 1; LEDGF integ inh: 8; SIAE primary: -21
CC1CC(C)CN(S(=O)(=O)c2ccc(F)c(C(=O)NC3CCCCC3C)c2)C1 (centres undefined) reads ABHD4 inh: 6; MBD2 DNA inh: -1; HTRA1 inhibitor: -4; rCAG binder: 2; TCR-CD3 inh: 4; PRMT1 FP inh: -1; TDP2 inh: 3; GC-B act: 6; LEDGF integ inh: 0; SIAE primary: -3

High-throughput results (PubChem BioAssay)

Not all compounds are listed (hit frequency here may not be typical).
